TSG101-PTAP inh: blocks PTAP/TSG101 interaction to inhibit HIV-1 budding | AID 493005 | Fluorescence polarization, FITC-PTAP peptide / Tsg101 binding | 340,000 tested, under 10 active | Potency, µM (highest dose often 115 µM), inactives show at the top dose activity change, negative = inhibition, hits mostly inhibitors; active means well fitted inhibition curve with a large enough effect in the main read-out, with a control signal flat, not every such curve was filed as active; inconclusive means small, poorly fitted or top-dose-only effect, or effect the other way, or a change in a side signal; inactive means no such curve, though single readings can be large or run the other way; further: potency means the concentration at half of the fitted maximal effect; % of control where 0% means no effect
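Steps: Tsg101 binding domain dispensed (10 uM final), compounds pinned in DMSO, FITC-labeled PTAP-motif peptide added (50 nM final); after 20 min binding at room temperature, polarization measured.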
TSHR antag: human thyrotropin receptor antagonism. TSHR-expressing cells, TSH-stimulated cAMP HTRF, 2 h; hits give low values. activity change, negative = inhibition, % at 11.5 µM. actives 0.2% (n = 330,000). AID 504810;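 active means activity change below a set negative limit, meaning inhibition stronger than a set level, cut at about -70% in these data; inconclusive means activity change between two set negative limits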; further: on the % scale 0 is the no-effect control and ±100 the full control effect
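Freshly harvested TSHR cells receive pin-tooled compound, then EC80 TSH at 4nM final. After 2 hours at 37 deg C, antibody in lysis buffer and cAMP-d2 are added; 30 minutes at ambient temperature precede the HTRF read.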
Chronic BCR inh: chronic active BCR signaling inhibition; ABC-DLBCL IkBa-CBG/CBR reporter, luminescence ratio, 4 h; Potency, µM (doses to about 46.1 µM), inactives show at the highest dose ratio change, negative = lower green/red ratio, usual class: inhibitors; actives 0.05% (n = 340,000); AID 493014; active means well fitted inhibition curve with a large enough effect in the signal ratio, with a control signal flat, not every such curve was filed as active; inconclusive means small, poorly fitted or top-dose-only effect, or effect the other way, or a change in a side signal; the % refers to the signal ratio;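 further: potency means the concentration at half of the fitted maximal effect; plate controls were basal doxycycline-induced cells for no effect and cells given 10 µM MG132 for full effect; MG132 reads +100%, hits lower the ratio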
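TMD8 human ABC-DLBCL cells with doxycycline-inducible IκBα–green luciferase fusion and unfused red luciferase, in 0.5% FBS medium; compounds up to 46 uM, 4 h at 37C. Green/red luminescence ratio, filter-overlap corrected, fitted to concentration-response curves.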
ELG1 repair inh: blocks ELG1-dependent DNA repair in HEK293T cells | HEK293T ELG1-luciferase reporter, luminescence, 16 h; DNA damage induced by 5-fluorouridine | Potency, µM (highest dose often 46.1 µM), inactives show at the top dose activity change, negative = inhibition, most hits filed as inhibitors | actives 2.3% (n = 330,000) | AID 504467; further: potency means the concentration at half of the fitted maximal effect; on the % scale 0 is the no-effect control and ±100 the full control effect; nearly all actives have a fitted effect of over 55% in size
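Quantitative HTS, concentration-response format. 2,000 cells/well co-treated with 5-fluorouridine and compound, 16 hr in 5% CO2 at 37 °C; ONE-Glo luminescence read after 30 min.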
Eya2 phos inh: blocks the phosphatase activity of human Eya2 | Potency, µM (highest dose often 76.9 µM), for the others: top-dose activity, negative = inhibition, hits mostly inhibitors | O00167 | actives 0.006% (n = 330,000) | recombinant Eya2, OMFP fluorescence dephosphorylation (OMFP is methylfluorescein phosphate); further: potency means the concentration at half of the fitted maximal effect; on the % scale 0 is the no-effect control and ±100 the full control effect
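Eya2 (0.2 uM) preincubated 10 min at ambient with compound, then OMFP substrate added at 50 uM; 10 min reaction in 50 mM HEPES pH 7.5, 50 mM NaCl, 5 uM MgCl2, 0.05% BSA, 1 mM DTT. Fluorescence read at Ex 485/Em 525 nm.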
USP2a inh: USP2a (human) protease inhibition; O75604; USP2 core, Ub-CHOP2 coupled fluorogenic reporter, 485/531; Potency, µM (titrated, usually from 38.3 µM), without a hit: at the highest dose activity change, negative = inhibition, hits mostly inhibitors; actives 0.01% (n = 330,000);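 further: potency means the concentration at half of the fitted maximal effect; plate controls were DMSO wells for no effect and full inhibition by NEM control for full effect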
Target sequence (O75604 whole entry, looked up): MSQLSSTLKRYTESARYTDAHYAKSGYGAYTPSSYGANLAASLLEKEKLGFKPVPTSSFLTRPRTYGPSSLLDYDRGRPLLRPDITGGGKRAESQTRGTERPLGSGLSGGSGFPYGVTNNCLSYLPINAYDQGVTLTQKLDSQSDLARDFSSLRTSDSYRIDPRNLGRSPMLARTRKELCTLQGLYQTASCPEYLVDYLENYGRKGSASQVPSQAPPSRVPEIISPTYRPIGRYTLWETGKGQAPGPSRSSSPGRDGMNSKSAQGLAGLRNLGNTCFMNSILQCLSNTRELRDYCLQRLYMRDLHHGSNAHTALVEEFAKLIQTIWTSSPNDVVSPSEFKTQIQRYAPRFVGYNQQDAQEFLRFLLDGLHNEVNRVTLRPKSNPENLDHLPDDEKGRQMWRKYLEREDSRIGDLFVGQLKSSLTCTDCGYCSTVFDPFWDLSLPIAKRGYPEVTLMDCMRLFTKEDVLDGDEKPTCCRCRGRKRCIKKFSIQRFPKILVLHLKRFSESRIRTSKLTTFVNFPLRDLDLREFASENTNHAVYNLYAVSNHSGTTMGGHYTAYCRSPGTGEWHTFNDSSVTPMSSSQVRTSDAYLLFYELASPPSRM
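Cell-free coupled assay: 10nM USP2 core preincubated 30min RT with compound in Tris-HCl pH 8.0/CaCl2/CHAPS buffer, then 25nM Ub-CHOP2 and 25nM reporter substrate; fluorescence (Ex 485/Em 531) read after 60min RT, normalized to NEM inhibition, concentration-response curves fitted.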
B2AR arrestin: agonists driving beta-arrestin recruitment to human beta2-adrenergic receptor; Potency, µM (titrated, usually from 46.1 µM), for inactives: at the top dose activation, actives largely listed as activators; beta-arrestin recruitment to beta2AR, cell-based reporter; P07550; AID 492947; actives 0.02% (n = 330,000);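 further: potency means the concentration at half of the fitted maximal effect; 0% = DMSO controls and full agonism = EC100 isoproterenol or metaproterenol; nearly all actives have a fitted effect of over 65% in size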
Tb PFK block: T. brucei PFK enzyme inhibition; actives 0.17% (n = 330,000); AID 485367; O15648; T. brucei PFK, ADP-Glo luminescence; Potency, µM (titrated, usually from 57.5 µM), for inactives: at the top dose activity, negative = inhibition, actives largely listed as inhibitors;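 further: potency means the concentration at half of the fitted maximal effect; 0% = uninhibited 1x PFK enzyme wells and -100% = no-enzyme wells; nearly all actives have a fitted effect of over 60% in size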
Target sequence (O15648 whole entry, looked up): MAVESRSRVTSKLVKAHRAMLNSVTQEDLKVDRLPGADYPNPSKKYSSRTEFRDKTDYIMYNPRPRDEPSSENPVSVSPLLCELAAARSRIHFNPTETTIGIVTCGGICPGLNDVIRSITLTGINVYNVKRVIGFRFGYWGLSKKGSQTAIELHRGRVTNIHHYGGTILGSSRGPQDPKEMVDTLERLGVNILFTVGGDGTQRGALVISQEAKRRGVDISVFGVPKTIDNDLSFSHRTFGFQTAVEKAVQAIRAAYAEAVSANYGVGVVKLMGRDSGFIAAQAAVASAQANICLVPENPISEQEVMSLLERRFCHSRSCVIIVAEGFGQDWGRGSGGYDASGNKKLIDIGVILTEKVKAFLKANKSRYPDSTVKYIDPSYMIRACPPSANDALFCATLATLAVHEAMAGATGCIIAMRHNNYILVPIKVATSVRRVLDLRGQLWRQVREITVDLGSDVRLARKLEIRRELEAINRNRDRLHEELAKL
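Activity is normalized to no-enzyme wells (full inhibition) and 1.25 nM enzyme wells (no inhibition). Reaction: 0.5 mM F6P, 0.1 mM ATP, 45 min RT, ADP-Glo luminescence; concentration-response curves fitted and classed by quality.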
TCR act: activators of T cell receptors | primary human leukocytes, anti-CD3, IL-2 HTRF, 48 h | Potency, µM (series often up to 9.22 µM), inactives show at the top dose activation of IL-2 secretion, usual class: activators | 330,000 tested, under 10 active | AID 504894; further: % of control where 0% means no effect
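HTRF read-out of IL-2 secretion: europium cryptate donor excited at 320nm, d2 acceptor emission at 665nm. Cells were primary human leukocytes incubated 48 hr with compounds and a-CD3 beads, supplying TCR signal only.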
uPA generation: inhibitors of cell surface uPA generation; cell surface uPA generation assay, qHTS; Potency, µM (series often up to 38.3 µM), without a hit: at the top dose activity change, negative = inhibition, usual class: inhibitors; actives 0.31% (n = 330,000); AID 540303; active means well fitted inhibition curve with a large enough effect; inconclusive means small, poorly fitted or top-dose-only effect; inactive means no such curve, though single readings can be large or run the other way; tested in mouse RAW 264.7 cells; further: potency means the concentration at half of the fitted maximal effect; on the % scale 0 is the no-effect control and ±100 the full control effect; nearly all actives have a fitted effect of over 55% in size
Mito fusion yeast: inhibitors of mitochondrial division or activators of mitochondrial fusion | S. cerevisiae fusion-defective mutant growth rescue, CellTiterGlo 48 h | Potency, µM (doses to about 46.1 µM), for inactives: top-dose growth rescue (activation), actives largely listed as activators | actives 0.23% (n = 320,000);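 further: potency means the concentration at half of the fitted maximal effect; % of control where 0% means no effect; nearly all actives have a fitted effect of over 45% in size; temperature-sensitive fusion mutants such as fzo1-1 at 37 °C on non-fermentable ethanol glycerol medium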
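S. cerevisiae fusion-defective temperature-sensitive mutants (e.g. fzo1-1, mgm1-5) grown 48 h at 37C in YPEG (ethanol/glycerol non-fermentable) medium with 23 nl compound per well; growth rescue read as CellTiterGlo luminescence.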
Starred values were filed as active, the others as inactive; ? = inconclusive; . = not tested or not shown; & = joins results of further samples; [ ] = dose if it differs, or a comment. Unless noted, the call rests on the fitted dose curve; in most records, active means well fitted curve in the direction sought with a large enough effect; inconclusive means small, poorly fitted or top-dose-only effect, or another doubt; inactive means no such curve, though single readings can be large; an effect the other way counts as inactive or inconclusive.

SMILES | TSG101-PTAP inh | TSHR antag | Chronic BCR inh | ELG1 repair inh | Eya2 phos inh | USP2a inh | B2AR arrestin | Tb PFK block | TCR act | uPA generation | Mito fusion yeast
C[C@@H]1CN([C@@H](C)CO)C(=O)c2cc(NS(=O)(=O)c3cccs3)ccc2O[C@H]1CN(C)Cc1ccc(C(F)(F)F)cc1 | 1.5% | -18.9 | ? | 16.4µM* | -21.4% | -16.5% | -0.1% | -0.7% | 0.8% | 0.0% | .
COc1cccc(OC)c1C(=O)Nc1nnc(C(C)C)s1 | -11.8% | -8.2 | 4.0% | 4.4% | -16.3% | -1.9% | 0.2% | -4.8% | . | 3.0% | 0.1%
Cc1cccc(C2=NN(c3ccccc3)[C@@H](C(=O)N3CCOC3=O)[C@@H]2c2ccc(F)cc2)c1 | 0.9% | 53.9 | 0.6% | -1.9% | -1.7% | 2.9% | 0.2% | 0.3% | -3.8%[46.1 µM] | 8.5% | .
CCOC(=O)N1CCN(C(=O)CN(c2ccc(OC)cc2)S(C)(=O)=O)CC1 | 3.1% | -7.6 | 0.7% | 0.8% | 3.8% | 3.9% | -1.0% | -4.9% | 0.3%[46.1 µM] | 0.4% | 2.5%
O=C(CC1Sc2ncnn2C1=O)Nc1ccccc1 (configuration not stated) | . | -10.9 | -14.7% | -23.2% | -21.0% | 3.5% | -0.1% | 4.1% | . | -15.0% | -4.4%
c1cncc(CNc2ncnc3ccc(-c4ccc5c(c4)OCO5)cc23)c1 | -1.2% | -3.7&-16.4 | ? | 5.7% | 0.9%&-0.5% | 3.4%&1.0% | 0.3%&0.5% | 12.9%&8.1% | -5.3% | 6.7% | -0.8%
CCCCOC(=O)Nc1ccccc1C(=O)N1CCCC1 | -3.0% | -5.7 | ? | 11.1% | -2.5% | 4.0% | -3.2% | 0.1% | -4.1% | 4.3% | -1.3%
O=C(Nc1cccc(Cl)c1)c1nc[nH]c1C(=O)NCCN(CCNC(=O)c1[nH]cnc1C(=O)Nc1cccc(Cl)c1)CCNC(=O)c1[nH]cnc1C(=O)Nc1cccc(Cl)c1 | 2.6% | -15.2 | -0.4% | 0.8% | -27.6% | 3.2% | 0.1% | 9.6% | 2.6% | 5.4% | .
CC[C@]12c3[nH]c4ccccc4c3CCN1C(=O)C(CC(=O)NCC13CC4CC(CC(C4)C1)C3)C[C@@H]2C(=O)N1CCN(C(=O)C2CC2)CC1 (some centres not stated) | -6.3% | 10.1 | 3.0% | -6.3% | -14.7% | -7.9% | -0.3% | -1.8% | -3.6% | ? | .
CCOC(=O)c1ccc(NC(=O)c2nc(S(=O)(=O)Cc3ccccc3)ncc2Cl)cc1 | 5.2% | ? | ? | ? | 1.8% | 1.4% | -0.3% | -8.5% | -0.6% | -2.6% | -15.2%
CCOC(=O)c1c(C)[nH]c(C(=O)OCC(=O)Nc2sccc2C(N)=O)c1C | -0.8% | . | ? | ? | 2.1% | -1.8% | 0.4% | 12.4% | -46.6% | -10.8% | 20.1%
COc1ccccc1N(CC(=O)NC1CCCCC1)S(=O)(=O)c1ccccc1 | -1.7% | 7.8 | ? | 0.2% | -3.8% | 1.6% | 0.0% | 2.3% | 10.2% | 2.7% | -3.3%
O=S(=O)(c1cc(F)ccc1F)N1CCC2(CC1)OCCN2S(=O)(=O)c1ccccc1 | 0.6% | -1.0 | 4.5% | -14.2% | -3.8% | 5.4% | -0.3% | 0.0% | -2.2% | -5.9% | 4.3%
CS(=O)(=O)c1ccc(C(=O)NCC(c2ccco2)N2CCCCC2)cc1 (configuration not stated) | -0.1% | 3.4 | -5.0% | 16.4% | 13.8% | 0.7% | 0.0% | 4.4% | 5.5% | -1.7% | -6.0%
CCOC(=O)C1=C(CS(=O)(=O)c2ccccc2)NC(=O)NC1c1ccccc1 (configuration not stated) | -0.6% | -6.3 | 2.9% | -8.0% | -4.5% | -1.6% | -0.5% | 5.4% | -1.7% | 2.0% | -1.8%
CC(C)=Cc1oc2ccc([N+](=O)[O-])cc2c1N1CCOCC1 | 0.0% | -1.5 | ? | -1.3% | -1.3% | -0.7% | 0.2% | 1.4% | -2.8% | -0.2% | -0.4%
CCOc1cc(C2C(C#N)=C(N)Oc3n[nH]c(-c4ccccc4)c32)ccc1O (configuration not stated) | -5.1% | 17.7 | ? | 15.8% | 10.4% | 1.4% | 0.0% | 0.0% | 5.6% | -2.2% | -2.0%
O=C(c1ccco1)N1CCN(S(=O)(=O)c2ccc(S(=O)(=O)NC3CCCC3)cc2)CC1 | -4.4% | -0.6 | 5.2% | -14.3% | -8.3% | 0.3% | -0.2% | -2.3% | 0.9% | 4.0% | -1.9%
COc1ccc(CCNC(=O)COc2ccc(S(=O)(=O)NC3CCCCC3)cc2Cl)cc1OC | -1.2% | 5.8 | ? | 20.6µM* | -13.0% | -0.7% | -0.3% | 2.4% | 7.5% | -4.3% | -0.8%
C=CCn1c(C)nnc1SCC(=O)NC1CCCCC1 | -0.5% | 8.3 | 2.0% | 8.1% | 4.1% | -0.4% | 0.6% | 0.5% | -3.9% | 7.4% | 0.2%
Cc1ccc(NC(=O)C2(c3ccccc3)CCOCC2)cc1 | -0.6% | 1.3 | ? | -5.3% | 7.6% | -1.3% | 0.2% | 0.6% | -8.8% | 5.8% | -1.0%
Cc1cccn2c(CNCC(C)Oc3cccnc3)c(C(=O)N3CCOCC3)nc12 (configuration not stated) | -1.9% | 2.5 | -4.4% | 17.3% | -17.2% | 0.1% | -0.4% | 0.4% | 0.0% | -1.6% | 0.4%
COC(=O)c1c(NC(=O)CN(c2ccc(C)c(C)c2)S(C)(=O)=O)sc2c1CCCC2 | -0.8% | 19.1 | ? | ? | -13.3% | 2.8% | 0.2% | 10.1% | -0.3%[46.1 µM] | 7.0% | 16.8%
O=C(OCc1c(-c2ccccc2)ncc2ccccc12)c1ccccc1C(F)(F)F | -12.2% | 3.3 | ? | ? | 5.5% | 1.6% | -1.0% | -0.2% | -41.5% | -10.3% | .
CN(C(=O)COC(=O)c1ccc([N+](=O)[O-])cc1Cl)C1CCCCC1 | -2.1% | 1.4 | 2.6% | 14.2% | 5.4% | 0.9% | 3.0% | -0.4% | -4.3% | 9.0% | -16.0%
CC(=O)N(C)c1nc(N)n(-c2ccccc2)n1 | -2.7% | 11.6 | ? | 8.7% | 15.1% | 0.1% | -0.3% | -7.3% | 0.2% | -8.3% | 3.0%
Oc1ccccc1C(=S)N1CCN(C(=S)c2ccccc2O)CC1 | -5.3% | -8.1 | ? | 0.3% | -6.6% | 1.4% | 0.6% | -24.2% | -1.5% | 5.8% | -3.2%
COc1cc2c(cc1OC)C1(CCCC1)CNC2C (configuration not stated) | -1.4% | -3.6 | -2.0% | ? | -5.3% | -1.8% | 0.1% | 0.2% | 1.7%[46.1 µM] | 9.6% | -1.2%
COc1ccc(Cl)cc1NC(=S)NC(=O)c1ccco1 | -8.3% | -25.4 | ? | ? | -8.3% | 1.5% | -0.9% | 4.8% | 3.9% | -7.8% | 2.9%
OC(CN1CCCCC1)Cn1c2ccccc2c2cc(Br)ccc21 (configuration not stated) | -1.3% | 4.4 | ? | -4.9% | -4.3% | 0.5% | -0.2% | 3.7% | -82.5% | -5.6% | -38.8%[inhibitor]
COc1cc2c(cc1OC)CN(C(=O)c1ccc(S(=O)(=O)N3CCCCCC3)cc1)CC2 | -0.7% | -12.9 | ? | ? | 7.4% | -1.3% | -0.1% | -1.1% | 6.5%[46.1 µM] | -0.4% | 0.3%
O=C(Nc1nnc(S(=O)(=O)N2CCCC2)s1)c1ccccc1Cl | 0.5% | -9.5 | ? | 13.3% | -3.8% | 2.1% | -1.1% | 3.6% | 1.8% | -5.9% | 0.3%
COc1ccc(Cl)cc1NC(=S)N1CCCCCC1 | -0.7% | 7.4 | 3.5% | 8.8% | -0.1% | -3.1% | 0.3% | -13.7% | -1.5% | -25.3% | -4.7%
CCn1c(SCC(=O)O)nc2ccccc21 | 0.6% | -3.2 | -6.9% | 14.8% | -1.8% | 1.2% | -0.4% | 0.5% | -0.1% | 5.5% | 9.9%
CC[C@@]12C(=O)N(c3cccc(Cl)c3)C(=O)N1[C@H](c1cccc(C)c1)[C@@H]1C(=O)N(Cc3ccccc3)C(=O)[C@@H]12 | -1.7% | 6.2 | ? | -0.5% | -7.1% | -2.6% | 0.1% | -9.2% | -1.6% | 18.4% | 10.1%
Cc1nn(-c2ccccc2)nc1CNC(=O)c1ncoc1-c1ccccc1 | -1.4% | -13.8 | 10.3% | -15.0% | 16.0% | -2.3% | 0.2% | 5.3% | -0.9% | -21.6% | -0.6%

Bioassay records as filed in PubChem BioAssay.
